ALOX12 inhib – blocks human 12-lipoxygenase activity; P18054; purified 12-hLO, xylenol orange hydroperoxide absorbance; Potency, µM (titrated, usually from 57.1 µM), for inactives: top-dose activity change, negative = inhibition, actives largely listed as inhibitors; hit rate 0.12% among 150,000; AID 1452; note: potency is the fitted concentration of half-maximal effect; nearly all actives have a fitted effect of over 55% in size; many of its hits are not listed in these tables
Target sequence (P18054 whole entry, looked up): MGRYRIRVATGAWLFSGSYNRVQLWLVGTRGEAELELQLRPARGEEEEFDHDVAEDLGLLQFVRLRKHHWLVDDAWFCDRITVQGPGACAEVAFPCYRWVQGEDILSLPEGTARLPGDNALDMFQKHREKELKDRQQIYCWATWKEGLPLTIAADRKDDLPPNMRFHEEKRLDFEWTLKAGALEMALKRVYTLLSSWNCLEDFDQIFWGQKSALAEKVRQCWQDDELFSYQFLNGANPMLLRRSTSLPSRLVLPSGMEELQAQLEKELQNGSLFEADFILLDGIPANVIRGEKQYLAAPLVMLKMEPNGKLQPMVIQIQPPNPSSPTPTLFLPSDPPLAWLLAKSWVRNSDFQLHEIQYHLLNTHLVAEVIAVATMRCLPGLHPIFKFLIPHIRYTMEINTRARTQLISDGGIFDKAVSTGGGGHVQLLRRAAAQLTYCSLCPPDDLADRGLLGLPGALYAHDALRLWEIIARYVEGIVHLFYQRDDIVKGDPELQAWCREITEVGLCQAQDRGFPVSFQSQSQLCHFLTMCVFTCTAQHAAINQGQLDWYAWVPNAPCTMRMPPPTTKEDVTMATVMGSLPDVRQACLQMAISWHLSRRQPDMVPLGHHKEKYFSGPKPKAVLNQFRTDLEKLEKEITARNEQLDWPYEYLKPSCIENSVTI
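150 nM 12hLO, 25 mM Hepes pH 7.0 + 0.01% Triton X-100; cpd preinc 15 min RT; 40 uM arachidonic acid, 30 min RT; Fe-XO 30 min; A573/A405 ratio as read-out.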
ALOX15B inhib – inhibitors of human 15-lipoxygenase 2 (ALOX15B); O15296; purified 15hLO-2, xylenol orange hydroperoxide absorbance; Potency, µM (top dose mostly 57.1 µM), without a hit: at the highest dose activity change, negative = inhibition, hits mostly inhibitors; hit rate 0.56% among 110,000; AID 881; note: potency is the fitted concentration of half-maximal effect; nearly all actives have a fitted effect of over 60% in size; many of its hits are not listed in these tables
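Screening format was qHTS against 50 nM purified 15hLO-2 in Hepes pH 7.5 with detergent. Activity follows hydroperoxide formation from 45 uM arachidonic acid, measured as 573:405 nm absorbance ratio of the ferric-xylenol orange complex.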
IMPase cell inh – cell-permeable inhibitors of inositol monophosphatase (IMPase) | CHO-M1 cells, IP1 accumulation, HTRF TR-FRET ratio | 120,000 tested, under 10 active | inhibition (IP1 accumulation), % at 46.1 µM | P97697; active = well fitted curve in the direction sought with a large enough effect in the signal ratio, not every such curve was filed as active; inconclusive = small, poorly fitted or top-dose-only effect, or a change in a side signal; inactive = no such curve, though single readings can be large or run the other way; the % refers to the signal ratio;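 note: cells stimulated with carbachol in lithium chloride buffer; plate controls were DMSO basal wells for no effect and reference inhibitor wells for full effect; higher means more IMPase inhibition seen as more IP1 and lower FRET ratio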
Target sequence (P97697 whole entry, looked up): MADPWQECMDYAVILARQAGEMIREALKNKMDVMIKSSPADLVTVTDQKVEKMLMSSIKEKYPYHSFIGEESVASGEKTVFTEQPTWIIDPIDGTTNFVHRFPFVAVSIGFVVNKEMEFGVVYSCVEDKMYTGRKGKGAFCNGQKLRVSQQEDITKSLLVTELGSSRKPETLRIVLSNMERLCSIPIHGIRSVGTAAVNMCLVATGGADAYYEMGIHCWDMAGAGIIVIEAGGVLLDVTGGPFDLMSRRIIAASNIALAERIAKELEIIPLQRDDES
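Cellular IMPase inhibition is scored as a rise in cytosolic IP1, detected by competitive TR-FRET between d2-labelled IP1 and a europium anti-IP1 antibody. M1-expressing CHO cells were stimulated with carbachol for 30 min at 37C, with lithium (50 mM LiCl) present in the buffer.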
PNC inhibitor – perinucleolar compartment assembly inhibition; activity change (PNC), negative = inhibition, % at 10 µM; AID 2417; hit rate 3.1% among 140,000; PC3M PTB-GFP, PNC prevalence imaging, 16 h; hits give low values;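 active = readout at or below -70, meaning at least 70% loss of cells showing the perinucleolar compartment, a nuclear body marking cancer cells; inconclusive = readout between -30 and a set limit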;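 note: plate controls were DMSO wells for no effect and camptothecin positive control wells for full effect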
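Compounds are pinned in duplicate onto adhered PC3M cells stably expressing GFP-tagged PTB and incubated 16 h at 37 C. Cells are then fixed, nuclei stained with Hoechst, and PNC-positive cells counted.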
The depositor's hits bear a star; ? = inconclusive; . = no result given; [ ] = remark or other dose. Unless noted, calls come from the whole dose curve; as a rule, active = well fitted curve in the direction sought with a large enough effect; inconclusive = small, poorly fitted or top-dose-only effect, or another doubt; inactive = no such curve, though single readings can be large; an effect the other way counts as inactive or inconclusive. Unless noted, % is set by controls: 0 for no effect and ±100 for the full control effect.

Second line of a record – ALOX12 inhib	ALOX15B inhib	IMPase cell inh	PNC inhibitor
> COc1ccccc1OCCNS(=O)(=O)c1ccc2oc3ccccc3c2c1
  0%	.	12	18
> COc1ccc(C/C(N)=N/OC(=O)COc2ccccc2C)cc1
  4%	.	.	?
> COc1cccc(-c2nc(CS(=O)CC(=O)NCc3ccc4c(c3)OCO4)c(C)o2)c1 (centres undefined)
  1%	1%	-3	-17
> O=C(O)/C=C/c1ccc(/C=C/C(=O)O)cc1
  3%	-4%	.	.
> CC1(C)NC(=O)N(CC(O)CNC23CC4CC(CC(C4)C2)C3)C1=O (centres undefined)
  7%	-2%	7	40
> C=CCOc1ccc(/C(O)=C2\C(=O)C(=O)N(CCOC)C2c2cccnc2)cc1 (centres undefined)
  -2%	3%	-19	26
> CCC1(C)Cc2ccccc2-c2nc(NCCO)n(-c3ccc(C)cc3)c(=O)c21 (centres undefined)
  -7%	-8%	-7	-6
> Cc1ccccc1NC(=S)NN1CCN(C)CC1
  -1%	1%	0	51
> Cc1cccc(COc2ccc(/C(O)=C3\C(=O)C(=O)N(CCN(C)C)C3c3ccncc3)cc2)c1 (centres undefined)
  0%	11%	?	-16
> O=C(NCc1ccco1)C(c1ccncc1)N(CCC1=CCCCC1)C(=O)Cn1nnc2ccccc21 (centres undefined)
  -8%	-4%	1	26
> CCOC(=O)C1=C(c2ccccc2)N=C2SCC(=O)N2C1c1ccc2c(c1)OCO2 (centres undefined)
  -2%	-5%	-3	?
> COC(=O)CN(c1nc(C)c(Cl)c(OC)n1)S(=O)(=O)c1ccc(C)cc1
  -5%	14%	8	?
> COC(=O)c1[nH]c2cccc(OC)c2c1NC(=O)C(C)N1CCC(C)CC1 (centres undefined)
  3%	4%	4	-2
> CCOC(=O)c1[nH]c(C)c(C(=O)NCCc2ccc(OC)cc2)c1C
  -3%	1%	12	?
> CCOC(=O)c1ccccc1NC(=O)c1ccccc1N(C)S(C)(=O)=O
  -6%	-1%	10	-4
> COc1ccc(-c2cnnc(N/N=C/C(C)=C/c3ccccc3)n2)cc1
  -2%	.	-2	-5
> Clc1ccc(CSCCc2ccncc2)cc1
  -1%	30%	-4	-27
> Cc1cc(C)n(C2CC(=O)N(c3ccccc3)C2=O)n1 (centres undefined)
  13%	.	11	55
> CC/C(=N/NC(=O)CCC(=O)Nc1ccccc1OC)c1ccccc1
  -2%	.	.	?
> CCOC(=O)N1CCN(c2ncnc3c2cnn3-c2ccc(Cl)cc2)CC1
  -2%	4%[11.4 µM]	-1[1.84 µM]	28
> COc1ccc(CCn2c(SCC(=O)Nc3cc(C)on3)nc3ccsc3c2=O)cc1OC
  -2%	5%[11.4 µM]	?	?
> Cc1ccc(CNC(=O)COC(=O)c2ccc(Br)cc2)cc1
  -2%	.	.	52
> O=C(O)c1cnc(-c2ccccc2)nc1Sc1cccc(Cl)c1
  1%	5%[11.4 µM]	1[1.84 µM]	?
> CCN(C(=O)COC(=O)c1c(NC(C)=O)sc(C)c1C)C1CCS(=O)(=O)C1 (centres undefined)
  1%	.	8	34
> Cc1nc(NCCc2ccccc2F)c(C#N)c(C)c1[N+](=O)[O-]
  -1%	2%[11.4 µM]	-4[1.84 µM]	?
> Clc1ccc(/C=N/NC(=Nc2ccccc2)c2ccccn2)c(Cl)c1
  -2%	6%	3	-13
> Cc1ccc(NC(=O)CN(C)C(=O)CCCN2C(=O)c3ccccc3C2=O)cc1
  -1%	-1%	-4	8
> O=C(CN1CCOc2ccccc21)NCc1ccc(F)cc1
  0%	.	.	41
> CCn1c(-c2c(Cl)c(C)nn2C)n[nH]c1=S
  0%	.	.	-28
> CCOC(=O)c1cc(-c2nnc(-c3ccc(Oc4ccccc4)cc3)o2)c(C)nc1C
  -1%	.	-5	38
> CNc1nc(OCCNC(=O)Nc2ccccc2)nc(N2CCOCC2)n1
  -1%	-1%	9	8
> O=C(COC(=O)c1cccnc1Cl)c1cccc(Cl)c1
  0%	-3%	1	-14
> CCN(CCO)Cc1csc2ccc(Cl)cc12
  2%	.	.	-8
> CCOC(=O)c1cnc(-n2nc(C)cc2C)nc1NNc1nc(-c2ccccc2)cc(-c2ccccc2)n1
  0%	.	.	64
> CC1CCCCC1NC(=O)CN1CCC(O)(c2ccc(F)cc2)CC1 (centres undefined)
  -2%	16%	1	4
> CCOc1cc(C)c(Cl)cc1S(=O)(=O)N1CCCC1
  0%	1%	0	-17
> CCCCCCC1CC(CCC(=O)Nc2ccc([N+](=O)[O-])cc2)C(=O)O1 (centres undefined)
  -2%	-1%	9	-18
> CCCCOP(=O)(c1ccc(N(C)C)cc1)C(Nc1ccccc1)c1ccccc1 (centres undefined)
  -4%	.	.	-26
> CSc1c(CC(=O)NCCO)n(C)c2ccccc12
  1%	.	6	71
> Cc1n[nH]c(C)c1S(=O)(=O)N1CCCC(C(=O)N2CCN(c3ccc(Cl)cc3)CC2)C1 (centres undefined)
  -5%	2%	?	-7
> Cc1cccc(C)c1NC(=O)CCCN1CC(C)OC(C)C1 (centres undefined)
  -4%	2%	14	14
> CC(C)(C)c1ccc(C(=O)N2CCC(=O)N([C@H](COCc3ccc(Cl)cc3)Cc3ccccc3)CC2)cc1
  -3%[0.00818 µM]	16%[0.0915 µM]	.	.
> COc1ccc(NC(=O)NN(C(=O)c2ccccc2)C(C)(C)C)cc1
  0%	.	.	?
> CC(=O)Nc1ccc(S(=O)(=O)NCC(=O)OCC(=O)N2CCCc3ccccc32)cc1
  -3%	.	.	-100*
> CC(=O)Nc1ccc(C2=NN(Cc3nnc(-c4ccccc4)o3)C(=O)SC2)cc1
  2%	.	.	-15
> COc1nc(OC)nc(Oc2ccc([N+](=O)[O-])cc2Cl)n1
  -1%	.	.	-14
> COc1ccccc1NS(=O)(=O)c1ccc(NC(=O)CCNC(=O)c2ccco2)cc1
  6%	-6%	2	34
> CN1OC(c2ccccc2)=C(CO)C1c1ccccc1 (centres undefined)
  -2%	.	.	-11
> COc1ccc(NC(=O)C2C3CCC4C(CCC32)C4(Cl)Cl)cc1 (centres undefined)
  -2%	.	.	-11
> Cc1cccc(C)c1NC(=O)C(NS(=O)(=O)c1cccs1)c1ccccc1 (centres undefined)
  0%	.	.	?

Complete entries from above:
Profile of Cc1cccc(C)c1NC(=O)CCCN1CC(C)OC(C)C1 (centres undefined) = ALOX12 inhib = -4%; ALOX15B inhib = 2%; IMPase cell inh = 14; PNC inhibitor = 14
Profile of COc1nc(OC)nc(Oc2ccc([N+](=O)[O-])cc2Cl)n1 = ALOX12 inhib = -1%; ALOX15B inhib = .; IMPase cell inh = .; PNC inhibitor = -14

New compounds follow:
Second line of a record – ALOX12 inhib	ALOX15B inhib	IMPase cell inh	PNC inhibitor
> O=C1COc2ccc(C(=O)COC(=O)c3ccc4ccccc4n3)cc2N1
  2%	-13%	1	3
> COC(=O)C1=C(C)NC=C([N+](=O)[O-])C1c1ccc(OC)cc1 (centres undefined)
  -6%	.	.	26
> CCCCn1c2nc3ccccc3nc2c2c(=O)n(-c3ccccc3)cnc21
  1%	.	.	6
> CCOC(=O)C1C(=O)C(C(C)=O)C(=O)CC1CC(C)SCC (centres undefined)
  -8%	12%	-6	12
> CNC(=O)CSc1nc(-c2ccccc2)c(-c2ccccc2)[nH]1
  2%	-1%	0	39
> Cc1nn(C)c(C)c1S(=O)(=O)N1CCC(C(=O)NC(C)c2ccccc2)CC1 (centres undefined)
  1%	.	3	-10
> O=C(c1ccc(=O)oc1)N1CCN(C(c2ccccc2)c2ccccc2)CC1
  -5%	20%	10	?
> O=S(=O)(NC1CCN(Cc2ccccc2)CC1)c1cccc2cccnc12
  -5%	2%	6	?
> Cc1ccc(S(=O)(=O)NCC2CCC(C(=O)NCc3ccco3)CC2)cc1 (centres undefined)
  -11%	9%[2.29 µM]	13	8
> COc1ccc(N2CCN(CC(=O)N3CCC(C)CC3)CC2)cc1
  -1%	-5%	5	-11
> Cc1cc(NC(=O)c2ccco2)ccc1-n1cnnn1
  5%	8%	-20	-2
> CCN1C(=O)/C(=C/c2nc3ccccc3c(=O)n2-c2ccc(C)cc2)c2ccccc21
  -2%	.	1	?
> O=C(Cc1nc(-c2ccc(Br)s2)cs1)NCCN1CCOCC1
  -13%	2%	-7	13
> Cc1cc(C(=O)OCc2nnc(-c3ccccc3)o2)c(C)n1-c1ccccc1
  -5%	-6%	18	-18
> O=c1c2ccccc2nc2c3ccccc3c(NCCN3CCOCC3)nn12
  2%	49%[activator]	9	-9
> CCOC(=O)c1ccc(COC(=O)c2cc3ccccc3oc2=O)o1
  -2%	8%[2.29 µM]	12	?
> CC1CCC2(CC1)N=C(N)Nc1nc3ccccc3n12 (centres undefined)
  -3%	41%[activator]	6	71
> Cc1nn2c(-c3ccco3)nnc2c2ccccc12
  -10%	-1%	?	-8
> CCCn1c(SCC(=O)Nc2cc(S(=O)(=O)N3CCOCC3)ccc2Cl)n[nH]c1=O
  1%	.	.	-6
> Cn1c(CSc2nc3ccccc3s2)n[nH]c1=S
  -2%	2%	-1	13
> Cc1nc2nc[nH]n2c(=O)c1NC(=O)c1cccc(OCC(C)C)c1
  -4%	-1%	6	17
> CCn1c(SCC(=O)Nc2ccccc2C)nnc1-c1ccccc1O
  2%	3%	-5	-11
> OC[C@H]1O[C@@H](OC[C@H]2O[C@@H](O)[C@H](O)[C@@H](O)[C@@H]2O)[C@H](O)[C@@H](O)[C@@H]1O
  2%	3%	-2	.
> O=C(NCCN1C(=O)S/C(=C\c2cccs2)C1=O)c1ccc(=O)[nH]c1
  -1%	.	.	0
> O=C(CSc1nnc(Cn2nnc3ccccc32)o1)Nc1cccc(Cl)c1
  -1%	2%	5	8
> COc1ccc(OC)c(NC(=O)CSc2ccc3ccccc3c2)c1
  -6%	4%	4	?
> Cc1cc(NCCO)c2ccccc2n1
  7%	1%	0	?
> CCC(=O)Nc1cc(C(=O)OC(C(=O)c2ccc(C)c(C)c2)c2ccccc2)ccc1C (centres undefined)
  -2%	15%	5	94
> COc1ccc(-c2c(C)oc3c(CN4CCN(C)CC4)c(O)ccc3c2=O)cc1
  -7%	3%	-6	-8
> CCOc1ccccc1C(=O)OCC(=O)Nc1ccc(OC(F)F)cc1
  5%	1%	?	21
> CC(=O)NC(CC(C)C)C(=O)NC(=O)NCc1ccccc1 (centres undefined)
  1%	5%	5	16
> CC1CCN(C(=O)C2CC(c3ccc(F)cc3)=NO2)CC1 (centres undefined)
  -7%	5%	-3	11
> Cn1nnc(NC(=O)CSc2nnnn2-c2ccc(F)cc2)n1
  -2%	6%	-4	?
> CCCN1CCN(CCCNC(=O)C2CCCN(c3nnc(-n4cccc4)s3)C2)CC1 (centres undefined)
  -2%	15%	-1	13
> COc1ccccc1CC(=O)Nc1ccccc1O
  -5%	-4%	5	27

3 entries from above, arranged by the number in IMPase cell inh, descending:
molecule,IMPase cell inh
COc1ccccc1CC(=O)Nc1ccccc1O,5
CCCN1CCN(CCCNC(=O)C2CCCN(c3nnc(-n4cccc4)s3)C2)CC1 (centres undefined),-1
Cn1nnc(NC(=O)CSc2nnnn2-c2ccc(F)cc2)n1,-4

A portion of the library. The share of hits here may be higher or lower than overall.
